PGC1a acetyl inh: modulators of PGC1a acetylation; AID 651687; 350,000 tested, 0.17% active; inhibition, % at 15.6 µM; U2OS PGC1a acetylation, AlphaScreen anti-acetyl-lysine; with virally co-expressed GCN5 acetyltransferase;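 active means every replicate shows inhibition of at least 40%; inconclusive means mean inhibition at least 40% but some replicate below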;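 further: 0% = neutral control wells and 100% = positive control wells; some results beyond the cut were filed as inactive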
LGR2 inh: blocks bursicon-induced cAMP signaling via Drosophila LGR2 | inhibition, % at 9.99 µM | 380,000 tested, 0.35% active | AID 720647 | HEK293 LGR2, CRE-luciferase, bursicon-stimulated, 4 h;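 active means drop in luminescence signal, shown as inhibition above about 50% in the replicate tests, limit read from the data, passing the limit was not always enough; inconclusive means probably only some replicates passing the limit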;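 further: agonist challenge used bursicon conditioned medium at about half maximal strength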
FN deposit inh: fibronectin deposition inhibition; 350,000 tested, 0.086% active; AH1F fibroblasts, Alexa488-fibronectin deposition fluorescence, overnight; inhibition, % at 12.6 µM;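 active means mean inhibition across replicates of 30% or more, regardless of how many single replicates reach that level; inconclusive means mean under 30% yet at least half of replicates reach 30%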;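 further: positive control wells lacked labelled fibronectin entirely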
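test system = AH1F fibroblasts assembling fluorescent fibronectin matrix | quantity = 10000 AH1F cells per well | buffer or medium = DMEM plus 2% serum, read in PBS | doses = single dose, pinned | incubation = 1 h cell attachment, overnight exposure to compound and label | detection = fluorescence at 485 nm excitation, 525 nm emission | read-out basis = inhibition from reduced deposited-fibronectin fluorescence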
miR-122 sensor: blocks miR-122 activity in Huh7 sensor cells. AID 602342. Huh7 miR-122 Renilla luciferase sensor, 48 h; neutral wells = 0, positive control = 100. activation (reporter increase), % at 12.5 µM. 340,000 tested, 0.3% active;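 active means mean replicate activation score at least 90 and every replicate individually at or above 90; inconclusive means only one of the two criteria met; inactive means neither criterion met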;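 further: higher luciferase means less miR-122 activity so hits act as miR-122 inhibitors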
CASP6 VEID inh: blocks human caspase-6 cleavage activity. 350,000 tested, 0.53% active. AID 686996. inhibition, % at 12.5 µM. P55212. purified caspase-6, Z-VEID-R110 cleavage fluorescence;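 active means mean inhibition across replicates at least about 35%, with every replicate also reaching that limit, limit read from the data; inconclusive means only one of the two criteria met; inactive means neither criterion met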;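 further: 0% = median of neutral control wells and 100% = no fluorescence left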
Target sequence (P55212 24-179 limits assumed): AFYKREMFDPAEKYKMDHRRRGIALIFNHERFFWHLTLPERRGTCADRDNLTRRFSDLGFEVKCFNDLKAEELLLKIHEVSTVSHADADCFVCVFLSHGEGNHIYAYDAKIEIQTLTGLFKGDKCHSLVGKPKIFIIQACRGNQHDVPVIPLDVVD
Target sequence (P55212 194-293 limits assumed): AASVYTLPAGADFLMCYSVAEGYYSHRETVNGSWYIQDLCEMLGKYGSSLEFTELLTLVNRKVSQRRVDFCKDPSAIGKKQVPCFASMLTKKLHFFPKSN
EWS-Fli block: blocks EWS/Fli oncoprotein-driven transcription; AID 651661; A673 NR0B1-luciferase reporter, viability-normalised; inhibition, % at 12.6 µM; 350,000 tested, 0.67% active;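 active means mean inhibition of at least 50% after viability correction, with every replicate also passing that limit; inconclusive means mean reaches 50% but only one of two replicates passes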;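 further: firefly luciferase signal divided by Alamar Blue viability fluorescence both relative to DMSO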
PAX8 inh HTS: lowers PAX8-driven luciferase in RMG-I cells; RMG-I TPO-luciferase reporter, SteadyGlo, 24 h; inhibition, % at 12.6 µM; 360,000 tested, 1.2% active; AID 652154;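 active means mean replicate inhibition at least 60% with every replicate also reaching 60%; inconclusive means only one of the two criteria is met; inactive means mean below 60% and not all replicates reaching 60%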;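 further: luciferase light reporting Pax8 driven TPO promoter activity; plate controls were median of neutral control wells for no effect and mitoxantrone controls for full effect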
Cneo AK release: causes C. neoformans cell lysis. 360,000 tested, 0.2% active. lysis activity, % at 15 µM. AID 651654. adenylate kinase release luminescence, 4 h; normalised: neutral wells 0, clomiphene wells 100;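 active means mean lysis activity across replicates of at least 80%, whatever share of replicates individually reach that level; inactive means mean lysis activity below 80%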
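Schedule: static 4 h at 37 °C with compound, 1 h detection; system: C. neoformans cells; benchmarks: Clomiphene as positive control; buffer or medium: fresh YPD medium; measure: luminescence rise reflecting yeast cell lysis; measured by: luminescent adenylate kinase detection reagent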
* marks the source's active call; other numbers are inactive results; u = inconclusive; x = no result given; & = joins results of further samples; [ ] = dose if it differs, or a comment.

The opening nine compounds, ahead of the listing:
SMILES	PGC1a acetyl inh	LGR2 inh	FN deposit inh	miR-122 sensor	CASP6 VEID inh	EWS-Fli block	PAX8 inh HTS	Cneo AK release
O=C(CC1OCC2CCCN2C1=O)Nc1ccc([N+](=O)[O-])cc1 (centres undefined)	-16	-5	14	-5	-6	-2	0	x
COc1ccc(S(=O)(=O)Nc2ccc3c(c2)C(=O)N([C@H](C)CO)C[C@H](C)[C@@H](CN(C)S(=O)(=O)c2cccs2)O3)cc1	-4&-10	-16&3	3&-6	-5[16.7 µM]	1&3	27&-3	-16	-2&-1
O=C(CSc1nc(-c2ccco2)cc(C(F)(F)F)n1)NCCN1CCOCC1	-2	5	5	-2	x	x	25	3
O=C1CC(=O)Nc2cc(S(=O)(=O)N3CCOc4ccccc43)ccc2N1	3	-6	8	0	1	-16	5	1
Cc1ccc([N+](=O)[O-])cc1NC(=O)C1CCCC1	x	-16	-1	1	4	19	-18	-1
CCC(C(=O)NCC1CCCO1)N(Cc1ccccc1)C(=O)CNS(=O)(=O)c1ccccc1 (centres undefined)	x	-5	7	-3	0	-4	3	-4
C[C@@H]1CN([C@@H](C)CO)C(=O)c2cccc(NS(C)(=O)=O)c2O[C@@H]1CN(C)CC1CC1	-3	-10	10	1[16.7 µM]	-1	13	-2	62
COC(=O)C1=CN(Cc2ccc(OC)cc2)C=C(C(=O)OC)C1c1ccc(O)c(OC)c1	-16	-8	-12	2	3	19	6	1
C[C@@H]1CN([C@@H](C)CO)C(=O)c2cc(NC(=O)Nc3ccc4c(c3)OCO4)ccc2O[C@@H]1CN(C)C(=O)NC1CCCCC1	-1	11	x	-3[16.7 µM]	0	-60	x	0

Main list (from the top)
SMILES	PGC1a acetyl inh	LGR2 inh	FN deposit inh	miR-122 sensor	CASP6 VEID inh	EWS-Fli block	PAX8 inh HTS	Cneo AK release
O=C(CC1OCC2CCCN2C1=O)Nc1ccc([N+](=O)[O-])cc1 (centres undefined)	-16	-5	14	-5	-6	-2	0	x
COc1ccc(S(=O)(=O)Nc2ccc3c(c2)C(=O)N([C@H](C)CO)C[C@H](C)[C@@H](CN(C)S(=O)(=O)c2cccs2)O3)cc1	-4&-10	-16&3	3&-6	-5[16.7 µM]	1&3	27&-3	-16	-2&-1
O=C(CSc1nc(-c2ccco2)cc(C(F)(F)F)n1)NCCN1CCOCC1	-2	5	5	-2	x	x	25	3
O=C1CC(=O)Nc2cc(S(=O)(=O)N3CCOc4ccccc43)ccc2N1	3	-6	8	0	1	-16	5	1
Cc1ccc([N+](=O)[O-])cc1NC(=O)C1CCCC1	x	-16	-1	1	4	19	-18	-1
CCC(C(=O)NCC1CCCO1)N(Cc1ccccc1)C(=O)CNS(=O)(=O)c1ccccc1 (centres undefined)	x	-5	7	-3	0	-4	3	-4
C[C@@H]1CN([C@@H](C)CO)C(=O)c2cccc(NS(C)(=O)=O)c2O[C@@H]1CN(C)CC1CC1	-3	-10	10	1[16.7 µM]	-1	13	-2	62
COC(=O)C1=CN(Cc2ccc(OC)cc2)C=C(C(=O)OC)C1c1ccc(O)c(OC)c1	-16	-8	-12	2	3	19	6	1
C[C@@H]1CN([C@@H](C)CO)C(=O)c2cc(NC(=O)Nc3ccc4c(c3)OCO4)ccc2O[C@@H]1CN(C)C(=O)NC1CCCCC1	-1	11	x	-3[16.7 µM]	0	-60	x	0
Cc1cc(NC(=O)C(C)Sc2nc(-c3ccccc3)cc(=O)[nH]2)no1 (centres undefined)	x	-8	3	x	-5	3	7	-3
CC(C)NC(=O)N(C)C[C@@H]1Oc2c(NC(=O)CCCCCC(=O)Nc3ccccc3N)cccc2C(=O)N([C@H](C)CO)C[C@@H]1C	-2	-3	x	x	0	x	-3	x
O=C(Nc1cccc(F)c1)N1C[C@H]2[C@@H](c3ccccc31)[C@@H](CO)N2C(=O)c1cccnc1	-2	-4	-2	13[16.7 µM]	1	-13	-3	-2
CC(C)Cn1c(SC(C)C(=O)NCC2CCCO2)nc2ccc(Cl)cc2c1=O (centres undefined)	10	7	-1	-4	2	8	1	-1
COc1cccc(OC)c1C(=O)N1CCN(Cc2cccnc2)CC1	10	9	-1	0	-1	11	-13	-2
COc1ccccc1-c1cn(CC[C@@H]2CC[C@@H](NC(=O)NC(C)C)[C@H](CO)O2)nn1	1	4	7	x	1	-5	-6	-4
Cc1ccc(S(=O)(=O)NCC2(c3ccccc3)CCN(C)CC2)cc1	x	x	3	x	-1	0	9	-1
Cc1ccc(C)c(C(=O)Cn2c(NCCO)nc3ccccc32)c1	-8	-1	0	-1	-1	12	-6	4
CN(C)C(=O)C[C@H]1C[C@H]2c3cc(NC(=O)Nc4ccc(F)cc4)ccc3O[C@H]2[C@H](CO)O1	11	9	1	-4[16.7 µM]	6	3	-1	-5
COCCNC(=O)CN1CCN(C(c2ccccc2)c2ccccc2)CC1	4	6	x	6	1	8	x	1
Cc1cc(C)nc(NC(=O)c2ccc([N+](=O)[O-])o2)n1	-11	14	3	-8	20	18	32	x
CCC(=O)N(C)C[C@@H]1Oc2cc(-c3cccc(C#N)c3)ccc2S(=O)(=O)N([C@H](C)CO)C[C@H]1C	15	-6	-5	-5[16.7 µM]	-3	3	x	1
O=C(C1CCOCC1)N1CC(=O)N2[C@H](CO)[C@@H](c3ccc(C#CC4CC4)cc3)[C@@H]2C1	2	-11	-7	x	0	9	-9	x
C[C@@H]1CN([C@@H](C)CO)C(=O)c2cc(NS(C)(=O)=O)ccc2O[C@H]1CN(C)Cc1ccc(Cl)c(Cl)c1	2	-9	x	1[16.7 µM]	0	0	26	-5
CCOC(=O)C1=CCC2C(=O)N(C3CCCCC3)C(=O)C12 (centres undefined)	4	u	-11	-2	1	-5	-6	-1
O=C(CCNS(=O)(=O)c1ccc(Br)cc1)NCc1ccco1	x	-5	-1	x	6	3	2	x
COc1nc(OC)nc(N2CCC(C(=O)Nc3cccc4c3CCCC4)CC2)n1	x	x	-1	10	x	x	10	3
Cc1ccc(Sc2ccc(N)cn2)cc1	8	39	2	-5	-1	4	-9	0
CC(C)(C)c1ccc(C(=O)N2CCC2(C)C(=O)Nc2cccc(C#N)c2)cc1 (centres undefined)	8	-2	12	-1	3	15	23	-4
CCCCC[C@@H](C)N1C[C@@H](COCc2ccccc2)Oc2cc(N3CCC[C@@H]3CO)ccc2S1(=O)=O	x	29	x	x	-2	3	10	x
C[C@@H]1CN([C@@H](C)CO)C(=O)c2cc(-c3cccc(F)c3)cnc2O[C@@H]1CN(C)C(=O)c1ccccn1	-3	6	x	-4[16.7 µM]	-2	-10	x	55
O=C(NCc1ccc(Cl)cc1)C(=O)c1c[nH]c2ccccc12	x	-12	2	6	-5	-17	6	1
O=C(C[C@H]1CC[C@H](NC(=O)c2ccncc2)[C@H](CO)O1)Nc1ccccc1	3	7	11	x	0	-2	-19	2
O=C(COC(=O)CNS(=O)(=O)/C=C/c1ccccc1)Nc1cc(S(=O)(=O)N2CCCCC2)ccc1Cl	x	12	-8	x	2	9	-17	x
O=C1/C(=C/c2ccncc2)N=C2CCCCCN12	14	-6	-6	-10	-4	1	6	x
O=C(O)c1ccc(Cn2cnc3scc(-c4ccccc4)c3c2=O)cc1	x	x	6	-11	-1	3	3	-1
COc1cccc(-n2c(COc3ccc(C)cc3)nnc2SCC(=O)O)c1	4	x	2	-6	x	x	x	0
N#CCOc1ccccc1/C=C/c1nc2ccccc2c(=O)[nH]1	x	-13	-4	x	2	-61	-88	2
Cc1ccc(F)c(S(=O)(=O)NC(=O)C2(C)CCN2C(=O)Cc2ccc(Cl)cc2Cl)c1 (centres undefined)	x	0	-7	x	0	-8	8	-8
Cn1nccc1C(=O)Nc1sc2c(c1C(N)=O)CCCC2	6	-29	x	2	0	-49	-20	x
CC(C)OC(=O)Cc1nc2sc(-c3ccccc3)cc2c(=O)[nH]1	x	-32	-5	-2	0	-33	-97	1

Looked up by structure from the entries so far (2):
SMILES	PGC1a acetyl inh	LGR2 inh	FN deposit inh	miR-122 sensor	CASP6 VEID inh	EWS-Fli block	PAX8 inh HTS	Cneo AK release
Cc1ccc(F)c(S(=O)(=O)NC(=O)C2(C)CCN2C(=O)Cc2ccc(Cl)cc2Cl)c1 (centres undefined)	x	0	-7	x	0	-8	8	-8
COc1ccccc1-c1cn(CC[C@@H]2CC[C@@H](NC(=O)NC(C)C)[C@H](CO)O2)nn1	1	4	7	x	1	-5	-6	-4

Remaining list, next part.
SMILES	PGC1a acetyl inh	LGR2 inh	FN deposit inh	miR-122 sensor	CASP6 VEID inh	EWS-Fli block	PAX8 inh HTS	Cneo AK release
Cc1oc(-c2cccc(Cl)c2)nc1CN1CCC(C(=O)N2CCN(c3ccccc3F)CC2)CC1	x	10	2	x	0	22	1	4
Cc1nn(Cc2ccc(F)cc2)c(C)c1NC(=O)c1noc2c1CCc1ccccc1-2	2	13	3	-1	-3	3	-23	-1
N#Cc1cc2ccc(N3CCOCC3)cc2cc1C#N	17	u	x	6	64*	-26	x	-10
C[C@H]1CN([C@@H](C)CO)C(=O)c2cc(-c3cccc(F)c3)cnc2O[C@@H]1CN(C)C(=O)c1cnccn1	-3	9	x	-2[16.7 µM]	2	4	6	-10
COc1ccc(C2SCC(=O)N2c2ccc(C)cc2)cc1 (centres undefined)	-21	7	-2	-2	-3	-1	-76	-7
CO[C@H]1CN(C)C(=O)c2ccc(NC(=O)NC(C)C)cc2OC[C@@H](C)N(Cc2ccc(-c3ccccn3)cc2)C[C@H]1C	-2	4	12	x	-2	-12	7	-1
CC(C)Sc1nnc([C@H](Cc2c[nH]c3ccccc23)NC(=O)OC(C)(C)C)o1	4	x	-7	6	x	x	4	-1
CCOCCCNc1nc2c(c(=O)[nH]c(=O)n2C)n1CCCc1ccccc1	4	x	13	6	x	x	-11	0
CCCCC(=O)N(C)c1c(C)nc2ccc(C(=O)N3CCNC(=O)C3)cn12	x	12	0	-2	-16	-8	8	2
Cc1ccc(OCCCCCCN2CCNCC2)cc1	-10	x	-3	-2	-24	-46	-43	-4
O=C1NC(c2ccccc2)Nc2c1sc(=S)n2-c1ccccc1 (centres undefined)	-28	-6	-8	5	4	18	1	x
Cc1ccc(-n2[nH]c(C)c(C=Nc3ccc(S(=O)(=O)Nc4nccs4)cc3)c2=O)cc1C	x	-12	0	x	-1	-6	34	x
CO[C@H]1CN(C)C(=O)c2ccc(NC(=O)NC(C)C)cc2OC[C@H](C)N(C(=O)NC(C)C)C[C@H]1C	-13	-15	-4	16[16.7 µM]	-4	-3	x	-4
COc1cc2cc(C(=O)N[C@@H](Cc3ccccc3)C(=O)O)n(C)c2c(OC)c1OC	5	1	-7	-3	-4	2	-77	-5
O=C(C[C@@H]1C[C@@H]2c3cc(NC(=O)Nc4ccccc4F)ccc3O[C@@H]2[C@H](CO)O1)NCCc1ccccc1	3	-14	x	-3[16.7 µM]	-1	3	x	13
O=S(=O)(Nc1cc(S(=O)(=O)N2CCOCC2)ccc1N1CCCC1)c1cccs1	-16	19	x	8	3	5	1	-1
Cc1ccccc1-c1ccc(C2[C@@H]3CN(S(=O)(=O)Cc4ccccc4)C[C@H]2N3)cc1 (some centres undefined)	-39	-18	-6	x	x	-23	-10	x
O=C(Nc1ccc(F)cc1)N1CCCCN2[C@@H](CO)[C@H](c3ccc(-c4cccc(F)c4)cc3)[C@@H]2C1	-9	-4	0	-20[16.7 µM]	-1	-1	5	63
